# Source: PubChem BioAssay (The Scripps Research Institute Molecular Screening Center)
# M4 antag: blocks acetylcholine activation of human M4 receptor; P08173; CHO-hM4 cells, ACh EC80, Fluo-8 calcium fluorescence; inhibition, % at 3 µM; hit rate 0.73% among 360,000;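 active means inhibition above its plate's cutoff, the mean inhibition of sample wells plus 3 SD, cut at about 27% in these data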;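 further: 0% = acetylcholine EC80 with DMSO and 100% = DMSO without agonist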
# Target sequence (P08173 whole entry, looked up): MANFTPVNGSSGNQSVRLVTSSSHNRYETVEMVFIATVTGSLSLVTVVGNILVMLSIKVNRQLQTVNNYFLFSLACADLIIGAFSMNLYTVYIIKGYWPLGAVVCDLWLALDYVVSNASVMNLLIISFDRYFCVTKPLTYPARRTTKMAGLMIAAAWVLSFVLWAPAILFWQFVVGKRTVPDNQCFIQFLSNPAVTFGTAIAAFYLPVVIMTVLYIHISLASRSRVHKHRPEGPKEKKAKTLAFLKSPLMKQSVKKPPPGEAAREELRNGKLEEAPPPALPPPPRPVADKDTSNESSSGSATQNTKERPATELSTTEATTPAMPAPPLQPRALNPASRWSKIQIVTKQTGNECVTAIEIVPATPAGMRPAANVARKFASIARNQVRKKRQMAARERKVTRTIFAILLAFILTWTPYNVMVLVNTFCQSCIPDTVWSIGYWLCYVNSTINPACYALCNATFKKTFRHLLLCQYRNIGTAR
# CHRM5 PAM: positive allosteric modulators of human muscarinic M5 receptor; hit rate 0.3% among 360,000; CHO-K1 hM5, Fluo-8 calcium, ACh EC20 PAM; 0% = ACh EC20, 100% = ACh EC100; P08912; activation, % at 3 µM;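 active means activation above the run cutoff, the mean activation of all test compounds plus 3 SD, cut at about 18% in these data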
#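 Probe or stimulus: acetylcholine, EC20 level; Assay system: human M5 receptor in CHO-K1 cells; Schedule: compound preincubation 140 s before EC20 acetylcholine addition; Technique: intracellular calcium via Fluo-8 fluorescence; Dosing: single-point, 3 µM nominal; Read-out basis: percent activation from peak-over-basal fluorescence ratio, scaled EC20-to-EC100 acetylcholine; Repeats: one well per compound, no replicates.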
# M4 ag: agonists of human muscarinic M4 receptor (CHRM4) | CHO-K1 hM4/Gqi5, Fluo-8 calcium fluorescence; vehicle 0%, full acetylcholine response 100% | activation, % at 3 µM | hit rate 0.14% among 360,000;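 active means activation above the run mean over all test wells plus 3 SD, cut at about 32% in these data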;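 further: peak over basal fluorescence ratio per well then scaled between controls; 0% = DMSO wells and 100% = acetylcholine at EC100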
# M1 ag: agonists of human M1 muscarinic receptor. activation, % at 3 µM. CHO-K1 hM1, Fluo-8 calcium fluorescence, agonist mode; 0% DMSO, 100% acetylcholine EC100. P11229. hit rate 0.33% among 360,000;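 active means activation above the run's mean compound activation plus 3 SD, cut at about 16% in these data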;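 further: peak over basal fluorescence ratio within a 140 s kinetic read after compound addition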
# M1 antag: human CHRM1 antagonism | CHO-K1 hM1, Fluo-8 calcium fluorescence, ACh EC80 antagonist | inhibition, % at 3 µM | hit rate 1.3% among 360,000 | AID 588852;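 active means percent inhibition above its own plate's cutoff, namely the mean of that plate's compound wells plus 3 SD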;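 further: peak over basal fluorescence ratio during 140 s after agonist addition; 0% = ACh EC80 plus DMSO and 100% = DMSO alone without agonist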
# CHRM5 agonist: CHRM5 agonism in calcium assay; P08912; activation, % at 3 µM; CHO-K1 hM5 cells, Fluo-8 calcium fluorescence; 0% DMSO wells, 100% maximal acetylcholine response; hit rate 0.19% among 360,000;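 active means activation above the run's mean over test compounds plus 3 SD, cut at about 23% in these data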;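 further: signal is peak over basal fluorescence ratio across the kinetic read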
# TAAR1 agonist: agonists of human TAAR1; CHO RD-HGA16 TAAR1, Fluo-8 calcium fluorescence; vehicle wells 0%, saturating PEA agonist 100%; activation, % at 3 µM; AID 624467; Q96RJ0; hit rate 0.99% among 360,000;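 active means activation above the mean activation of all test compounds in the run plus 3 SD, cut at about 38% in these data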
# Target sequence (Q96RJ0 whole entry, looked up): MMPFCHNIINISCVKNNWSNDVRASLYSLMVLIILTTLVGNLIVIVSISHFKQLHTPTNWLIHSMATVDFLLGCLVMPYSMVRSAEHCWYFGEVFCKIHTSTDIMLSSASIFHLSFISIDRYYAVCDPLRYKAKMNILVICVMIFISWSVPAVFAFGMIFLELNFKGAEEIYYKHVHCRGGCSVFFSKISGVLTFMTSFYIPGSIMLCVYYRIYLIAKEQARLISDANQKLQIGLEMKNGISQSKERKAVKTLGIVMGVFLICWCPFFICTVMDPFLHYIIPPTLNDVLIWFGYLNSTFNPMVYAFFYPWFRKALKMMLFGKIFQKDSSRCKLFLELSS
#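 Assay system: CHO-derived RD-HGA16 cells with stable Gα16 and human TAAR1; timing: 17-24 h seeding, 75 min 37 °C dye, 30 min RT; read-out: % activation from peak over basal fluorescence ratio, DMSO-to-PEA scaled; measured by: kinetic Fluo-8 calcium fluorescence; benchmarks: low control DMSO, high control PEA (EC100); doses: 3 µM single concentration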
# M5 antag: antagonists of human muscarinic M5 receptor (CHRM5); P08912; CHO-hM5 cells, Fluo-8 calcium fluorescence, ACh EC80; inhibition, % at 3 µM; hit rate 0.59% among 360,000; AID 624040;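 active means inhibition above a per-plate cutoff, the mean of that plate's test compounds plus 3 SD, cut at about 27% in these data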;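 further: 0% = acetylcholine EC80 with DMSO and 100% = DMSO without agonist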
# M1 PAM: human CHRM1 positive allosteric modulation. CHO-K1 hM1, Fluo-8 calcium fluorescence, ACh EC20; 0% = ACh EC20, 100% = maximal ACh. activation, % at 3 µM. P11229. AID 588819. hit rate 0.088% among 360,000; in the data active means activation above about 19%, passing the limit was not always enough
# The depositor's hits bear a star; x = not tested or not shown. This is a subset; count on the stated rates, not on these rows.
SMILES,M4 antag,CHRM5 PAM,M4 ag,M1 ag,M1 antag,CHRM5 agonist,TAAR1 agonist,M5 antag,M1 PAM
CC(C(=O)NCc1cccs1)N1CCN(S(=O)(=O)c2ccc3c(c2)OCCCO3)CC1 (stereo unspecified),-7,-3,3,-4,-5,0,1,6,2
COc1cc(NS(=O)(=O)c2ccc(NC(C)=O)cc2)nc(OC)n1,-10,9,0,-4,-8,-3,4,-5,7
CC(=O)N1CCc2cc(S(=O)(=O)Nc3ccc(C)cc3)ccc21,1,-5,9,-2,-11,5,4,11,10
N=c1oc2ccccc2cc1C(=O)NCc1ccccc1,5,7,1,-3,-9,0,3,-6,2
OC1(c2ccccc2)CC(c2ccccc2)c2ccccc2O1 (stereo unspecified),-3,-11,-1,-5,5,-11,3,10,1
Cc1cnc(C(=O)OCC(=O)c2ccc(-c3ccccc3)cc2)cn1,-6,-2,4,-1,-6,-3,2,5,11
Cc1ccc(OC(C)C(=O)N2CCCc3ccccc32)cc1 (stereo unspecified),7,-1,-2,-7,2,-2,3,3,0
CCCn1c(SCC(=O)NCc2ccco2)nnc1C(C)C,3,4,1,-3,-10,-5,3,-3,10
CCOC(=O)c1ccccc1NC(=O)COC(=O)CCC(=O)c1ccccc1,-8,-2,5,-3,6,-3,0,8,-1
Cc1cc(C)cc(OCC(=O)Nc2cccc(-c3nc4ncccc4o3)c2)c1,-8,-10,14,1,1,3,7,4,-3
CCN(CC)S(=O)(=O)c1ccc(/C=C/C(=O)Nc2ccccc2N2CCOCC2)cc1,-9,7,7,-3,-16,1,1,-9,14
Cc1cc(C)n(-c2ccc(C(=O)OCC(=O)Nc3ccc(Cl)cc3[N+](=O)[O-])cc2)n1,-1,4,1,-4,3,-1,2,-1,4
C[C@H]1COC(=O)CCCC/C=C\C[C@H](CC(=O)N(CCO)Cc2ccccc2)C(=O)N1,-6,-9,1,-8,9,-1,5,19,-3
CCN(CC)c1ccc(/C=N/NC(=O)Cc2cccs2)c(O)c1,-9,-4,2,-8,-9,-3,1,-3,9
CCOCC(=O)Nc1ccc(S(=O)(=O)N2CCC(c3nc4ccccc4[nH]3)CC2)cc1,-11,2,2,-5,-7,-1,-1,-1,6
C[C@@H](NC(=O)c1nc[nH]c1C(=O)N[C@@H](CCCCNC(=O)OC(C)(C)C)C(=O)OC(C)(C)C)c1ccccc1,4,-11,7,-1,10,-1,15,4,-6
Cn1c(-c2sc3cc(C(F)(F)F)cnc3c2-c2cccs2)n[nH]c1=S,-2,-8,0,-13,-11,-5,16,-5,4
Cc1ccccc1CCNC(=O)Cn1ccc2cc(S(=O)(=O)N3CCCC3)ccc21,1,-6,5,-4,-2,-3,18,10,-2
CCCN1C(=O)/C(=C/C=C2\N(CC)c3ccccc3C2(C)C)SC1=S,-4,-6,4,7,5,3,26,7,0
Cc1ccc(Cn2cc(CN3CC(N4CCCC4)CS3(=O)=O)nn2)cc1 (stereo unspecified),4,-5,0,x,x,6,0,1,x

# 15 consecutive entries already listed, quoted:
SMILES,M4 antag,CHRM5 PAM,M4 ag,M1 ag,M1 antag,CHRM5 agonist,TAAR1 agonist,M5 antag,M1 PAM
Cc1cnc(C(=O)OCC(=O)c2ccc(-c3ccccc3)cc2)cn1,-6,-2,4,-1,-6,-3,2,5,11
Cc1ccc(OC(C)C(=O)N2CCCc3ccccc32)cc1 (stereo unspecified),7,-1,-2,-7,2,-2,3,3,0
CCCn1c(SCC(=O)NCc2ccco2)nnc1C(C)C,3,4,1,-3,-10,-5,3,-3,10
CCOC(=O)c1ccccc1NC(=O)COC(=O)CCC(=O)c1ccccc1,-8,-2,5,-3,6,-3,0,8,-1
Cc1cc(C)cc(OCC(=O)Nc2cccc(-c3nc4ncccc4o3)c2)c1,-8,-10,14,1,1,3,7,4,-3
CCN(CC)S(=O)(=O)c1ccc(/C=C/C(=O)Nc2ccccc2N2CCOCC2)cc1,-9,7,7,-3,-16,1,1,-9,14
Cc1cc(C)n(-c2ccc(C(=O)OCC(=O)Nc3ccc(Cl)cc3[N+](=O)[O-])cc2)n1,-1,4,1,-4,3,-1,2,-1,4
C[C@H]1COC(=O)CCCC/C=C\C[C@H](CC(=O)N(CCO)Cc2ccccc2)C(=O)N1,-6,-9,1,-8,9,-1,5,19,-3
CCN(CC)c1ccc(/C=N/NC(=O)Cc2cccs2)c(O)c1,-9,-4,2,-8,-9,-3,1,-3,9
CCOCC(=O)Nc1ccc(S(=O)(=O)N2CCC(c3nc4ccccc4[nH]3)CC2)cc1,-11,2,2,-5,-7,-1,-1,-1,6
C[C@@H](NC(=O)c1nc[nH]c1C(=O)N[C@@H](CCCCNC(=O)OC(C)(C)C)C(=O)OC(C)(C)C)c1ccccc1,4,-11,7,-1,10,-1,15,4,-6
Cn1c(-c2sc3cc(C(F)(F)F)cnc3c2-c2cccs2)n[nH]c1=S,-2,-8,0,-13,-11,-5,16,-5,4
Cc1ccccc1CCNC(=O)Cn1ccc2cc(S(=O)(=O)N3CCCC3)ccc21,1,-6,5,-4,-2,-3,18,10,-2
CCCN1C(=O)/C(=C/C=C2\N(CC)c3ccccc3C2(C)C)SC1=S,-4,-6,4,7,5,3,26,7,0
Cc1ccc(Cn2cc(CN3CC(N4CCCC4)CS3(=O)=O)nn2)cc1 (stereo unspecified),4,-5,0,x,x,6,0,1,x

# An excerpt of these results, with two lines to a compound.
# Each structure is followed by: M4 antag	CHRM5 PAM	M4 ag	M1 ag	M1 antag	CHRM5 agonist	TAAR1 agonist	M5 antag	M1 PAM
Cn1c(-c2sc3cc(C(F)(F)F)cnc3c2-c2cccs2)n[nH]c1=S
→ -2	-8	0	-13	-11	-5	16	-5	4
Cc1ccccc1CCNC(=O)Cn1ccc2cc(S(=O)(=O)N3CCCC3)ccc21
→ 1	-6	5	-4	-2	-3	18	10	-2

# Next section:
SMILES,M4 antag,CHRM5 PAM,M4 ag,M1 ag,M1 antag,CHRM5 agonist,TAAR1 agonist,M5 antag,M1 PAM
CCOC(=O)CCN,9,-3,1,-4,2,4,2,-5,0
O=C(NCc1ccc2c(c1)OCO2)c1cccnc1Cl,-4,5,1,-4,-10,-1,2,5,9
CC(=O)NC(C)(c1ccccc1)c1nc(-c2ccncc2)cs1 (stereo unspecified),-11,-2,0,2,-3,1,0,0,11
CCC1CCCCN1C(=O)COc1cccc2c1CCN(C)C2=O (stereo unspecified),-14,-1,3,-3,-4,2,2,1,2
CC(=O)c1sc(NC(=O)c2ccc3c(c2)OCO3)nc1C,3,2,1,-3,-11,-4,0,-2,11
COc1cccc(NC(=O)Nc2nnc(CC(=O)Nc3ccccc3)s2)c1,-6,1,1,-2,-6,4,16,3,2
COc1cc2cccc(OC)c(=O)c2c(O)c1OC,3,8,0,-5,-6,-4,8,-5,14
Cc1sc2ncnc(OCC(=O)N3CC(=O)Nc4ccccc43)c2c1C,-9,-3,5,-4,-4,1,8,9,1
COc1ccccc1C(=O)COC(=O)c1cccs1,-4,1,2,-5,-16,-1,3,12,8
CC(=O)Nc1ccc(-c2ccnc3c2CC(C)(C(=O)NCc2cccc(Cl)c2)O3)cc1 (stereo unspecified),-2,-6,3,3,-5,-1,2,8,15
CSC(SC)=C(C(C)=O)C(=O)c1ccc(C)cc1,-12,6,1,-11,6,-6,0,-1,-2
CCn1c(C)cc2c(c1=O)C(c1ccncc1)C(C#N)=C(N)O2 (stereo unspecified),10,-2,0,-6,-3,-7,11,0,6
CC(C)(C)S(=O)N1Cc2cc(C(=O)NCc3ccc4c(c3)OCO4)nc(-c3cccc(-c4ccccc4)c3)c2[C@@H]1CCO (stereo partly specified),2,-7,12,-2,23,2,5,9,-7
S=C(NCc1ccco1)N1CCN(c2ccccc2Cl)CC1,12,-3,1,-6,6,-2,5,2,-3
O=C(C[n+]1cn(C(F)F)c2ccccc21)c1ccc(Br)cc1,-7,4,0,-5,-11,4,4,4,5
O=C(c1ccc(CS(=O)c2cccc(Cl)c2)o1)N1CCN(c2ccccn2)CC1 (stereo unspecified),-5,-5,10,-2,7,-2,7,5,-3
COc1ccccc1CCC(=O)NNC(=O)Cn1nc(C)cc1C,-6,0,1,-3,-11,0,1,0,2
Cc1cc(Cl)ccc1Oc1nc(-c2ccc(F)cc2)ccc1C#N,-4,-2,0,-3,-4,-1,10,0,4
CCS(=O)(=O)c1ccc(-c2cccc(NC(=O)c3ccco3)c2)nn1,-13,-1,5,-2,-16,1,2,-10,16
Cc1noc(C(=O)NCc2ccco2)c1Cl,-8,-3,0,-5,-4,3,1,4,7
O=C(Cc1ccccc1)Nc1nnc(SCC(=O)NC2CCCC2)s1,-8,-9,9,-3,23,4,2,6,-7
O=C(Nc1cccc2c1CCCC2)c1ccc(Cl)c([N+](=O)[O-])c1,8,0,-1,-6,-14,-1,15,-1,2
Cc1ccc(NC(=O)c2ccc(S(=O)(=O)N3CCCCC3)cc2)cc1,-5,-7,1,-8,15,-4,48*,1,-6
CCc1ccccc1NC(=O)CCNS(=O)(=O)c1cc(Br)cnc1N,-8,-1,5,3,1,-2,27,-3,2
CCOC(=O)C1CCCN(CCSc2ccc(C)cc2)C1 (stereo unspecified),-3,-32,-1,-7,29,-23,6,21,-18
CC1=C(C(=O)N(C)C)CC(CC(=O)NCc2ccco2)C(=O)N1Cc1ccccc1 (stereo unspecified),-15,-2,0,3,-13,1,0,4,19
O=C(C1CCCN(CCCc2ccccc2)C1)N1CCCCCC1 (stereo unspecified),-3,-8,0,-13,16,-9,6,-8,-19
CC(=O)Nc1ccc(C(=O)COC(=O)C2CC3CCCC(C2)C3=O)cc1 (stereo unspecified),-3,0,5,-2,-7,1,3,12,6
O=C(Nc1ccc(Cl)cc1)c1csc(Cc2ccccc2)n1,0,-2,2,-5,-4,-2,0,-4,0
Cc1ccccc1NC(=O)CSCc1nc(N)nc(Nc2ccccc2C)n1,-6,7,4,-1,-10,3,4,-5,8
COC(CNC(=O)c1c[nH]c2ccc(S(=O)(=O)N3CCC4(CC3)OCCO4)cc2c1=O)OC,-4,1,0,1,2,-2,0,-5,-3
COc1ccc(C)cc1NC(=O)c1ccc(CN2CCc3ccccc3C2)cc1,-12,-9,-2,-5,-19,-4,-2,-3,16
Cc1ccc(/C=C/C(=O)N2CC(C)CC(C)C2)o1 (stereo unspecified),20,-2,0,-3,4,0,6,6,-2
CCn1c2ccccc2c2cc(/C=N/NC(=O)c3ccccc3)ccc21,-7,-2,2,-2,-3,-3,17,2,5
Cc1ccc(NC(=O)C(NC2CCCc3ccccc32)c2ccccc2)cc1Cl (stereo unspecified),1,1,0,0,4,-3,2,-9,3
COc1cc(CN2CCCC(N3CCN(c4ccc(F)cc4)CC3)C2)ccc1F (stereo unspecified),-19,-8,2,-9,-17,-11,-1,2,3
COc1ccccc1[C@@H]1C(c2cccc(Cl)c2)=NN(c2ccc(Br)cc2)[C@H]1C(=O)N1CCOC1=O,5,-4,0,-6,-6,0,0,16,5
